Compound activity deposited in PubChem BioAssay by National Center for Advancing Translational Sciences (NCATS).
PTHR1 agonist: agonists of human PTHR1 parathyroid hormone receptor. actives 0.075% (n = 410,000). Q03431. HEK293 GP2 PTHR1 cells, GloSensor cAMP luminescence, 1 h. Potency, µM (doses to about 115 µM), without a hit: top-dose activation, usual class: activators; note: nearly all actives have a fitted effect of over 55% in size; some results filed as inactive show a strong effect at the top dose; inactives centre near -15; many of its hits are not listed in these tables
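HEK-293-derived GP2 cells expressing PTHR1 and a GloSensor cAMP reporter, 3,000/well, plated overnight, given luciferin plus IBMX (each 0.5 mM as added) for 1 h at 37 °C, then compound for 1 h at 37 °C. Luminescence was read after 15 min at room temperature.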
EPAC2 agonist: agonists of human EPAC2 (RAPGEF4); actives 0.079% (n = 360,000); EPAC2 activation, biochemical qHTS; response scale: 100% = 6.5 mM cAMP response; Q8WZA2; Potency, µM (top dose mostly 154 µM), without a hit: at the top dose activation, actives largely listed as activators; note: nearly all actives have a fitted effect of over 50% in size
Target sequence (Q8WZA2 whole entry, looked up): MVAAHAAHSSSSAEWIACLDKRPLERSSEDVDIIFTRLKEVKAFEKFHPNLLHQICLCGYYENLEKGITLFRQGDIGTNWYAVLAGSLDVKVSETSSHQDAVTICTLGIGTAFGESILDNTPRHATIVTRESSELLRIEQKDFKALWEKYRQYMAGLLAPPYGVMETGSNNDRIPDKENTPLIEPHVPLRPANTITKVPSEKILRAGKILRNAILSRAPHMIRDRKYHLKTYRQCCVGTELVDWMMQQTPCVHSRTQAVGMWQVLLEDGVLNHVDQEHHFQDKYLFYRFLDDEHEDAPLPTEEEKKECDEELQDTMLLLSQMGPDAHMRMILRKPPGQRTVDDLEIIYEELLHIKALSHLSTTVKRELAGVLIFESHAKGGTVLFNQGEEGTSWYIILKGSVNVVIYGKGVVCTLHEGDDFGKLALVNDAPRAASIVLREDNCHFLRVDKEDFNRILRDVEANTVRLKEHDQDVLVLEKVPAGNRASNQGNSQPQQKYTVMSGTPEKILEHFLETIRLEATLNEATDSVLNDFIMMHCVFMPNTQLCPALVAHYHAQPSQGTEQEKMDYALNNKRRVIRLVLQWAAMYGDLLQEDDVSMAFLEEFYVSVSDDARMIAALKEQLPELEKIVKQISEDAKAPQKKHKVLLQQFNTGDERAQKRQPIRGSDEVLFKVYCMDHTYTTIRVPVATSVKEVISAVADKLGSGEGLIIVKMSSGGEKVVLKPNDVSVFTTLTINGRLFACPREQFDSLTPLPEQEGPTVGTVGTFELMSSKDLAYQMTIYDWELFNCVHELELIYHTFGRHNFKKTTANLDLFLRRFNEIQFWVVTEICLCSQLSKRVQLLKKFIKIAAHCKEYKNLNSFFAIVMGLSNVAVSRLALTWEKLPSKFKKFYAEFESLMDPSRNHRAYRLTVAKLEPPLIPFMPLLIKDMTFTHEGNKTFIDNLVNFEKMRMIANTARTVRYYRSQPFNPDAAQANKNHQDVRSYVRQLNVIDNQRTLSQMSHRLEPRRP
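EPAC2 (100 nM) mixed with Rap1B loaded with BODIPY-GDP (250 nM) plus 50 uM unlabeled GDP; compounds pinned in, 5 min RT, then read every 5 min for 30 min (ex 480, em 540 nm). Normalized to cAMP control.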
aSyn yeast inh: rescues yeast growth from alpha-synuclein toxicity; Yeast expressing alpha-synuclein, growth rescue, BacTiter-Glo, 24 h; Potency, µM (top dose mostly 46.1 µM), inactives show top-dose growth rescue (activation), most hits filed as activators; actives 0.14% (n = 370,000); AID 652106; note: % of control where 0% means no effect; nearly all actives have a fitted effect of over 65% in size
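Galactose-induced alpha-syn yeast (OD600=0.02, raffinose-pregrown) + pinned cpd, 24 hr, 30 deg C; growth by BacTiter-Glo luminescence. Growth restoration scores as activation.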
EPAC1 agonist: agonists of human EPAC1 | O95398 | EPAC1 agonist qHTS, biochemical assay; response scale: 100% = response to 6.5 mM cAMP | Potency, µM (doses to about 154 µM), for the others: at the top dose activation, actives largely listed as activators | actives 0.073% (n = 360,000) | AID 720707; note: nearly all actives have a fitted effect of over 60% in size
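Fluorescent GDP-exchange assay: 100 nM EPAC1 with 250 nM Rap1B preloaded with BODIPY-GDP and 50 uM GDP; compounds tested as concentration series, 5 min at room temperature, then read every 5 min for 30 min (ex 480/em 540 nm); normalized to 6.5 mM cAMP.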
TDP-43 yeast inh: rescues yeast growth from TDP-43 toxicity; TDP-43 expressing yeast growth rescue, BacTiter-Glo, 24 h; Potency, µM (doses to about 46.1 µM), for inactives: at the top dose growth rescue (activation), hits mostly activators; actives 1.8% (n = 410,000); note: % of control where 0% means no effect; nearly all actives have a fitted effect of over 50% in size
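Galactose-induced TDP-43 yeast, OD600=0.02, compound pinned; 24 hr, 30 deg C; BacTiter-Glo luminescence for growth. Inhibitors of TDP-43 toxicity read as activators.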
EPAC2 antagonist: blocks human EPAC2 exchange factor. AID 720708. Q8WZA2. actives 0.18% (n = 360,000). EPAC2 GEF exchange of Rap1B-BODIPY-GDP, fluorescence. Potency, µM (top dose mostly 114 µM), without a hit: at the top dose activity, negative = inhibition, actives largely listed as inhibitors; note: % is set by controls: 0 for no effect and ±100 for the full control effect; nearly all actives have a fitted effect of over 45% in size; many of its hits are not listed in these tables
FUS suppressor: suppressors of FUS proteinopathy in yeast | S. cerevisiae FUS-expressing, growth rescue, OD600, 24 h | Potency, µM (top dose mostly 76.6 µM), for the others: at the highest dose growth rescue (activation), hits mostly activators | actives 0.24% (n = 390,000) | AID 1347120;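 note: plate controls were DMSO vehicle for no effect and reference control for full effect; nearly all actives have a fitted effect of over 55% in size; some results filed as inactive show a strong effect at the top dose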
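Cultures pregrown in 2.5% raffinose medium are shifted to minimal medium containing 2% galactose to express toxic FUS. Compounds are tested at several concentrations. After 24hr at 30C, growth is quantified at 600 nm absorbance.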
EPAC1 antagonist: EPAC1 (human) antagonism | O95398 | EPAC1 GEF assay, Rap1b-BODIPY-GDP exchange fluorescence | Potency, µM (doses to about 115 µM), for the others: at the top dose activity change, negative = inhibition, hits mostly inhibitors | actives 0.14% (n = 360,000);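 note: plate controls were vehicle for no effect and positive control for full effect; nearly all actives have a fitted effect of over 50% in size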
Active calls of the source: *; i = inactive; ? = inconclusive; · = not tested or not shown; [ ] = dose if it differs, or a comment. Calls come from the whole dose curve; as a rule, active = well fitted curve in the direction sought with a large enough effect; inconclusive = small, poorly fitted or top-dose-only effect, or another doubt; inactive = no such curve, though single readings can be large; an effect the other way counts as inactive or inconclusive. Potency is the fitted concentration of half-maximal effect.

SMILES	PTHR1 agonist	EPAC2 agonist	aSyn yeast inh	EPAC1 agonist	TDP-43 yeast inh	EPAC2 antagonist	FUS suppressor	EPAC1 antagonist
CCCN(CCC)C(=O)Cn1c(=O)c2ccccc2n2c(=S)sc(-c3ccccc3C)c12	i	10%	5%	4%	13%	-2%	-11%	1%
CCN(CC(=O)N1CCCC1)S(=O)(=O)c1cc(C)ccc1OC	i	1%	0%	-1%	13%	8%	-9%	-7%
CC(C)CC(CO)N1CCN(C(=O)c2cccc(C(F)(F)F)c2)CCC1=O (centres undefined)	-5%	4%	-16%	4%	10%	-6%	3%	1%
CCN(CC)CCOc1c(Br)ccc2c1sc1nc3n(c(=O)c12)CCC3	i	-8%	-7%	0%	-16%	-2%	21%	-23%
COC(=O)c1ccc(Oc2ccc(C(C)(C)C)cc2)c([N+](=O)[O-])c1	-72%	-4%	-8%	-7%	-20%	0%	·	6%
CC1CCCCC12NC(=O)N(CC(=O)NCc1ccccc1)C2=O (centres undefined)	i	2%	1%	-1%	6%	3%	-15%	-8%
COc1cccc(CNC(=O)C2CCCN(S(=O)(=O)c3c(C)n[nH]c3C)C2)c1 (centres undefined)	-2%	4%	-4%	2%	-12%	-1%	12%	-16%
CCN(C(=O)COC(=O)Cc1cccc2ccccc12)C1CCS(=O)(=O)C1 (centres undefined)	-16%	-2%	1%	13%	17%	4%	-7%	1%
O=C(NNC(=O)c1cc(F)c(F)cc1Cl)c1ccc(NS(=O)(=O)c2cccs2)cc1	-29%	8%	-5%	-8%	2%	10%	-24%	-4%
CC(C)Oc1ccc(C(CC(=O)O)n2cnnn2)cc1 (centres undefined)	i	8%	-3%	4%	-14%	2%	6%	-20%
COc1cccc([C@@H]2CC=C(C(=O)O)CN2S(=O)(=O)c2ccc(C)cc2)c1	17%	0%	-4%	-7%	-20%	15%	2%	9%
COc1ccc(C(=O)NC2CCN(C(=S)Nc3ccc(C)cc3)CC2)cc1	-19%	8%	2%	10%	-8%	3%	-13%	?
CCOc1ccc(CCNC(=O)COC(=O)/C=C/c2ccco2)cc1OCC	i	2%	1%	-10%	?	4%	11%	1%
Cc1ccc(CNCC(O)(c2ccc(F)cc2)c2ccc(F)cc2)cc1	-5%	1%	4%	2%	3%	-1%	5%	0%
COc1ccc(/C=N/Nc2cc(C)nc3ccccc23)cc1	i	-1%	6%	-7%	-4%	0%	17%	-25%
C/C(CC(=O)Nc1ccc(Cl)cc1C(F)(F)F)=N\NC(=O)c1cccs1	-14%	8%	-6%	-4%	11%	-7%	18%	15%
Cc1cnc(C)c(Nc2nc(C(N)Cc3ccc(F)cc3)cs2)n1 (centres undefined)	i	7%	4%	-21%	0%	13%	0%	-3%
Cc1ccc(S(=O)(=O)N2CCN(C(=O)COC(=O)c3cnc(C)cn3)CC2)c(C)c1	-14%	3%	-3%	7%	0%	0%	5%	-4%
CCCNC(=O)CCNC(=O)[C@H](O)C(C)(C)CO	i	12%	-2%	-3%	1%	-2%	-14%	-8%
COc1ccc(C2SCC(=O)N2c2nc3ccccc3s2)cc1 (centres undefined)	-19%	14%	4%	5%	-8%	0%[57.1 µM]	5%	-5%

Only EPAC1 agonist, EPAC2 agonist and PTHR1 agonist (4 entries from above):
| SMILES | EPAC1 agonist | EPAC2 agonist | PTHR1 agonist |
| --- | --- | --- | --- |
| CCOc1ccc(CCNC(=O)COC(=O)/C=C/c2ccco2)cc1OCC | -10% | 2% | i |
| Cc1ccc(CNCC(O)(c2ccc(F)cc2)c2ccc(F)cc2)cc1 | 2% | 1% | -5% |
| COc1ccc(/C=N/Nc2cc(C)nc3ccccc23)cc1 | -7% | -1% | i |
| C/C(CC(=O)Nc1ccc(Cl)cc1C(F)(F)F)=N\NC(=O)c1cccs1 | -4% | 8% | -14% |

Other structures.
SMILES	PTHR1 agonist	EPAC2 agonist	aSyn yeast inh	EPAC1 agonist	TDP-43 yeast inh	EPAC2 antagonist	FUS suppressor	EPAC1 antagonist
COc1ccc(-c2cc(C(F)(F)F)c(C#N)c(SCC(=O)Nc3nc(C)co3)n2)cc1	-10%	-2%	0%	20%	-14%	-11%	?	-1%
Cc1nc2ccccn2c1-c1csc(Nc2cccc(O)c2)n1	-25%	2%	5%	0%	9%	3%	6%	1%
COc1ccc2cc(C(c3nnnn3C3CCCC3)N3CCCCCC3)c3nnnn3c2c1 (centres undefined)	i	-1%	1%	0%	0%	0%	-9%	0%
CCOc1ccc(N2CC(C(=O)NCCc3ccc(F)cc3)CC2=O)cc1 (centres undefined)	i	4%	?	-3%	18%	3%	-5%	8%
COc1ccc(-n2nc(C(=O)NCC(=O)NC(C)C)c3ccccc3c2=O)cc1OC	-2%	1%	3%	3%	10%	3%	-20%	6%
COc1ccc(S(=O)(=O)N(C)C[C@H]2Oc3ccc(NC(=O)Nc4ccc5c(c4)OCO5)cc3CC(=O)N([C@@H](C)CO)C[C@@H]2C)cc1	-14%	-1%	1%	9%	11%	-10%	37%	-27%
O=C(CNC(=O)c1ccc(Cl)cc1)OCC(=O)c1ccc2c(c1)OCCO2	i	8%	11%	2%	8%	-6%	10%	2%
O=C(Nc1ccc2c(c1)C(=O)NC2=O)c1ccc(S(=O)(=O)N2CCCC2)cc1	-43%[inhibitor]	3%	-2%	-7%	-6%	3%	11%	4%
CS(=O)(=O)N(CC(=O)N1CCCC1)Cc1ccccc1	-30%	-12%	6%	-3%	13%	5%	-7%	-1%
CC(=O)Oc1ccc(C(=O)Nc2cccc(C(=O)c3ccc(C)c(C)c3)c2)cc1	-12%	12%	6%	5%	4%	-9%	?	-7%
CC(=O)Nc1c(-c2ccccc2)nc2ncccn12	-23%	-3%	8%	-7%	0%	12%	-11%	20%
Cc1cc(C)nc(NC(=O)c2cc([N+](=O)[O-])cc([N+](=O)[O-])c2)n1	i	-11%	1%	9%	-3%	-16%	·	-22%
O=C1NN(c2ccccc2)C(=O)/C1=C/c1ccc(-c2ccc(C(=O)O)cc2)o1	-38%[inhibitor]	18%	5%	13%	6%	8%	-17%	-8%
O=C(Nc1ccccc1OC(F)F)c1ccc(Br)o1	i	10%	-8%	2%	1%	1%	·	1%
CS(=O)(=O)N(CC(=O)NCc1ccco1)c1ccc(Cl)c(C(F)(F)F)c1	-18%	-1%	2%	0%	18%	0%	14%	0%
COc1ccc(C(=O)NNC(=O)Cn2nnc(-c3ccc(OC)c(OC)c3)n2)cc1	i	13%	-5%	-3%	-11%	-4%[57.1 µM]	-10%	-6%
COc1cc2c(cc1OC)CN(C(=O)CN1C(=O)c3ccc([N+](=O)[O-])cc3C1=O)CC2	-5%	7%	2%	-5%	-1%	11%	5%	3%
CCCC(=O)Nc1c(-c2cccc(C)c2)c(=O)c2ccccc2n1C	i	0%	1%	-8%	-11%	16%	20%	-12%
CC(C)CN1C(=O)c2ccccc2C1(O)Cc1ccccc1 (centres undefined)	-21%[57.5 µM]	11%	2%	9%	3%	-5%	-5%	-2%
O=C(COC(=O)Cn1cnc2ccccc21)Nc1cccc([N+](=O)[O-])c1	-20%	4%	-8%	0%	-13%[1.82 µM]	5%	1%	20%
CCC(=O)C1CCCN(C(=O)CCc2nnc(-c3ccc4c(c3)OCO4)o2)C1 (centres undefined)	4%	2%	8%	4%	-23%	9%	2%	-15%
Cc1cc(C)c(S(=O)(=O)N2CCC3(CC2)OCCN3S(=O)(=O)c2cccs2)c(C)c1	i	3%	17%	1%	4%	5%	19%	-6%
Cc1nn(CCC(=O)NCCc2ccccc2Cl)c(=O)c2nn(-c3ccccc3)c(C)c12	i	-2%	1%	8%	10%	-6%	5%	4%
O=C(COC(=O)c1cccc([N+](=O)[O-])c1)NCc1cccs1	-23%	2%	-1%	-1%	30%	-2%	-29%	-2%
Oc1ccc(/C=C/c2ccnc3ccccc23)cc1	-30%	-2%	5%	-9%	?	5%	17%	-14%
O=C(O)c1cccc(Nc2nc3ccccc3nc2NS(=O)(=O)c2ccccc2)c1	-31%	1%	20%	-5%	12%	13%	3%	-5%
COc1cc(-c2nc3ccccn3c2/N=C/c2cc(OC)c(O)cc2Cl)ccc1O	i	6%	-11%	2%	21%	0%	-13%	2%
CC(C)C(NC(=O)c1ccc(Cl)cc1Cl)C(=O)N1CCC1 (centres undefined)	i	0%	1%	-2%	-2%	5%	·	5%
COCCCn1cnnc1SCC(=O)Nc1ccc(S(=O)(=O)N2CCCC2)cc1	-23%	2%	0%	-2%	-1%	-5%	·	-22%
Cc1cccc(C2(c3cccc(C)c3)CC2C(=O)NCC2CCCO2)c1 (centres undefined)	-13%	1%	1%	0%	16%	1%	16%	0%
COc1ccccc1CNc1nc(NCCOc2ccccc2Cl)c2sccc2n1	-52%[inhibitor]	14%	-28%	8%	17%	-1%	26%	-12%
CC(C)Oc1cccc(NC(=O)C2(C)CCN2C(C)C)c1 (centres undefined)	-13%	2%	-1%	2%	15%	7%	8%	-9%
O=C1CC(N2CCC(c3nc4ccccc4[nH]3)CC2)C(=O)N1Cc1ccccc1 (centres undefined)	-21%[57.5 µM]	5%	-9%	-9%	-15%	-1%	11%	1%
CCn1cnc2c1c(=O)n(CC(=O)NCC(C)C)c(=O)n2Cc1ccccc1	i	11%	0%	-14%	3%	3%	-24%	19%
CCC(Oc1ccccc1)C(=O)Nc1ccccc1C(=O)N1CCOCC1 (centres undefined)	i	3%	10%	-5%	18%	9%	·	-4%
CC(C)(C)NC(=O)CCc1nnc(Cc2c[nH]c3ccccc23)o1	-92%	8%	0%	1%	8%	-3%	2%	-26%
COc1ccc(-c2nnc3ccc(SCC(=O)N4CCN(c5ccccc5)CC4)nn23)cc1	i	-7%	2%	3%	-1%	-10%	37%	-1%
CC(C)CC1NC(=O)N(CC(=O)Nc2ccc(-c3ccccc3)cc2)C1=O (centres undefined)	-20%	-1%	-6%	-8%	2%	3%	4%	-10%
O=C(Nc1ccc(S(=O)(=O)Nc2ncccn2)cc1)C12CC3CC(CC(Cl)(C3)C1)C2	i	-8%	7%	-2%	-7%	-5%	16%	-8%
Cc1cc([N+](=O)[O-])ccc1NC(=O)c1ccco1	-1%	2%	0%	5%	10%	-4%	-10%	-2%

Some of the compounds tested, so the mix of outcomes need not match the whole.
